Screens: PubChem, National Center for Advancing Translational Sciences (NCATS)
aSyn tox rescue: qHTS of alpha-syn Inhibitors: NCGC Sytravon Library Screen | actives 0.02% (n = 94,000) | Potency, µM (highest dose often 46.1 µM), without a hit: at the highest dose growth rescue (activation), most hits filed as activators | S. cerevisiae alpha-synuclein toxicity rescue, BacTiter-Glo growth, 24 h | AID 1347070, 2019; active = well fitted activation curve with a large enough effect; note: 0% is about no effect
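Growth restoration measured by BacTiter-Glo luminescence after 24 hr at 30 deg C; alpha-synuclein yeast, raffinose-pregrown to mid-log, were added at OD600=0.02 in galactose medium onto pinned compounds.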
Active calls of the source: *; [ ] = another dose, or the depositor's remark. Potency is the fitted concentration of half-maximal effect. Not all compounds are listed; rates above refer to the full screens.

Structure,aSyn tox rescue
COC(=O)c1ccc(Cl)cc1NC(=O)N(C)CCc1c(C)nn(C)c1C,-3%
COc1ccccc1CNC(=O)CCCN1C(=O)CSc2c1c(C)nn2-c1ccccc1,4%
COc1cc(C(=O)OCC(=O)Nc2cccc(S(=O)(=O)N3CCCC3)c2)ccc1OCC(C)C,3%
CCc1ccc(N2CCn3c2nc2c3c(=O)n(Cc3cccc(C)c3)c(=O)n2C)cc1,6%
CC(C)N(C(=O)CSc1nc2ccc(Cl)cc2[nH]1)c1ccccc1,24%
Cc1ccc(OCCC(=O)NNC(=O)c2ccncc2)cc1,6%
C[C@H]1CN(c2ccc(Br)cc2)C(=O)[C@@H]1CC(=O)Nc1ccccc1,3%
COC(=O)c1ccccc1NC(=O)N1CCc2c(sc3c2CCCC3)C1c1ccc(F)cc1 (configuration not stated),-6%

Continuation:
Structure,aSyn tox rescue
CCOC(=O)N1CCN(C(=O)CN2C(=O)c3ccccc3S2(=O)=O)CC1,0%
COc1ccc(Nc2nc3c(S(=O)(=O)c4ccccc4)nnn3c3ccc(Cl)cc23)c(OC)c1,-5%
O=C(c1cccn1-c1nnc(N2CCCC2)s1)N1CCN(c2ccc(F)cc2)CC1,-12%
Cc1cccc(N2CCN(CC(O)COc3ccccc3Cl)CC2)c1 (configuration not stated),1%
O=C(Cn1ncc2ccsc2c1=O)N1CCN(c2ccccc2F)CC1,-8%
O=S(=O)(NCc1csc(-c2cccnc2)n1)c1cccs1,8%
COCCNC(=O)CCC(=O)NNc1nc2ccccc2c2nc(C)nn12,-4%
Cc1cccc(C(CC(=O)NCC2(c3ccccc3)CCCC2)c2ccccc2)c1O (configuration not stated),10%

Going on with the list:
Structure,aSyn tox rescue
Cn1c(SCc2ccc(C(C)(C)C)cc2)nnc1C1COc2ccccc2O1 (configuration not stated),17%
Cn1cnnc1SCC(=O)Nc1ccc(C#N)cc1,4%
CCN(CC)C(=O)C1=C(C)N(Cc2ccccc2)C(=O)C(CC(=O)NCC2CCCCC2)C1 (configuration not stated),-4%
COc1ccc(C(=O)Nc2ccc(C(=O)OCc3cc(=O)n4nc(C(C)C)sc4n3)cc2)cc1,2%
Clc1ccc2c(c1)NC(c1ccncc1)=NC(c1cccs1)=N2,5%
CCCCNC(=O)C1CCN(Cc2nc(-c3ccc(OC)c(OC)c3)oc2C)CC1,5%
Cc1ccc(CN(C(=O)COc2cccc(Cl)c2)c2ccccn2)o1,4%
O=S(=O)(Cc1ccco1)Cc1nc(-c2ccc(Cl)cc2)cs1,-12%

(more compounds)
Structure,aSyn tox rescue
Cc1ccc(C)c(CN2C(=O)CSc3ccc(C(=O)NCCc4ccc(Cl)cc4)cc32)c1,6%
Cc1nc2cc(-c3ccccc3)nn2c(C)c1CCC(=O)Nc1ccc(F)cc1F,-2%
COc1ccc(CCNC(=O)[C@@H]2C[C@H]2c2ccccc2)cc1OC,-5%
CC(CNC(=O)CCC(=O)N1CCOc2ccccc21)c1ccccc1 (configuration not stated),-5%
O=C(c1cccs1)N1CCCc2cc(NS(=O)(=O)c3cc(F)ccc3F)ccc21,-4%
CCc1cccc(CC)c1N(COC)C(=O)Cn1cnc2ccccc21,11%
Cc1cc([N+](=O)[O-])ccc1N=Nc1c(N)[nH]n(-c2ccccc2)c1=O,-7%
NC(=O)C1CCN(C(=O)CN(C2CCCCC2)S(=O)(=O)c2ccc(F)cc2)CC1,7%

Part of the list above, field by field:
SMILES: Cc1cc([N+](=O)[O-])ccc1N=Nc1c(N)[nH]n(-c2ccccc2)c1=O
  aSyn tox rescue: -7%
SMILES: NC(=O)C1CCN(C(=O)CN(C2CCCCC2)S(=O)(=O)c2ccc(F)cc2)CC1
  aSyn tox rescue: 7%

New compounds follow.
Structure,aSyn tox rescue
COc1ccc(-c2cc(C(=O)N3CCCC3)no2)cc1,-21%
Cc1ccc(C)c(Cn2c3ccccc3c3cnn(CC(=O)NCc4ccccc4)c(=O)c32)c1,-7%
CN1CCN(NC(=O)c2cc(S(=O)(=O)Nc3ccc(Cl)cc3)ccc2Cl)CC1,2%
CCOc1ccccc1Nc1sc(C(=O)c2ccccc2)c(N)c1C(=O)Nc1ccc(F)cc1,4%
CCOc1ccc(-n2nc(CO)c(C(=O)NCc3cccc(OC)c3)n2)cc1,10%
O=C(c1ccccc1)c1ccsc1C(=O)c1ccccc1,-7%
Cc1ccc(S(=O)(=O)N2C[C@]3(O)C[C@@H]4C(=O)N(c5ccccc5)C(=O)[C@@H]4C[C@]3(OC(=O)Nc3c(C)noc3C)C2)cc1,4%
Cc1ccc(NC(=O)CSc2nc(-c3ccccc3Cl)nc3cc(=O)[nH]n23)c(C)c1,-2%

Next records
Structure,aSyn tox rescue
CC(=O)Nc1ccc(NC(=O)CSc2nc3c(=O)n(C)c(=O)n(C)c3n2C)cc1,-8%
Cc1ccn2c(=O)nc(SCC(=O)NC3CCCC3)nc2c1,0%
Cc1c(Cl)cccc1NC(=O)CN(CCc1ccccc1)S(=O)(=O)c1ccccc1,4%
Cc1ccccc1Cn1cc(S(=O)(=O)c2ccc(C(C)C)cc2)c(=O)c2cc3c(cc21)OCO3,-1%
CCOc1ccc(/C(O)=C2\C(=O)C(=O)N(c3ccc(OC)cc3)C2c2ccccc2[N+](=O)[O-])cc1 (configuration not stated),10%
Cc1ccc(N2C(=O)N(CC(=O)Nc3c(C)cc(C)cc3Cl)C(=O)C2C)cc1 (configuration not stated),6%
CC1C(=O)N(Cc2cn(CCC3OCCCO3)nn2)CCS(=O)(=O)N1Cc1ccc(-c2ccc(Cl)c(Cl)c2)cc1 (configuration not stated),21%
CNC(=O)COC(=O)[C@@H](Nc1ccc(S(=O)(=O)N2CCOCC2)cc1[N+](=O)[O-])C(C)C,1%

The list goes on.
Structure,aSyn tox rescue
Cc1ccccc1OCCSc1nc2ncnc(N)c2[nH]1,-4%
CCCn1c2ccccc2c2cnn(CC(=O)Nc3ccc(C)cc3Br)c(=O)c21,1%
Cc1nnc(NC(=O)CSC2CCCCC2)s1,1%
Cc1cc2nnc(SCc3ccc(F)cc3)n2c2ccccc12,13%
CCOC(=O)c1ccc(NC(=O)c2csnn2)cc1,-13%
Cc1ccc(Cl)cc1NC(=O)C1CCCN(S(=O)(=O)c2cccc3cccnc23)C1 (configuration not stated),8%
COc1ccc(C)c2sc(N(Cc3cccnc3)C(=O)COc3ccccc3)nc12,29%
CCN(CC)c1nn2c(=O)c(C(=O)NCc3cccc(OC)c3OC)cnc2s1,1%

Carrying on:
Molecule,aSyn tox rescue
CCOCCc1nn2c(=O)cc(COC(=O)COc3ccc(C)c(C)c3)nc2s1,4%
COc1ccccc1N1CCN(C(=O)CN2C(=O)c3ccccc3S2(=O)=O)CC1,16%
CCc1ccc(NC(=O)C2CCCN(S(=O)(=O)c3cccc4nonc34)C2)cc1 (configuration not stated),4%
CCOc1ccc2nc(N3CCCC(C(=O)NCC4CCCO4)C3)sc2c1 (configuration not stated),-4%
CC(C)Cc1nn2c(=O)cc(COC(=O)CNC(=O)c3ccc(C(C)(C)C)cc3)nc2s1,2%
O=C(Nc1cccc(C(F)(F)F)c1)c1ccc2snnc2c1,3%
CC(=O)Nc1ccc(NC(=O)CSc2nccn2Cc2ccc3c(c2)OCO3)cc1,-5%
COc1ccc(OC)c(NC(=O)C(C)n2c(=O)c(-c3ccccc3NC(C)=O)nc3ccccc32)c1 (configuration not stated),-8%
CCOc1ccc(S(=O)(=O)c2c(C(=O)c3ccc(CC)cc3)cnc3ccc(C)cc23)cc1,13%
COc1ccc(C(=O)NCCS(=O)(=O)N2CCN(C(=O)c3ccco3)CC2)cc1,-47%[inhibitor]
CC(C)c1ccc(NC(=O)CSC(C)c2nc3ccccc3c(=O)[nH]2)cc1 (configuration not stated),-5%
CN1CCN(C2(CNC(=O)c3ccc([N+](=O)[O-])cc3)CCCCC2)CC1,4%
Cc1oc(-c2ccccc2Cl)nc1CS(=O)(=O)CC(=O)NCCN1CCOCC1,7%
N=C1/C(=C\c2ccc(SCc3ccccc3)o2)C(=O)N=C2SC(CC(=O)N3CCOCC3)=NN12,-7%
Clc1ccccc1CN1CCN(/N=C/C=C\c2ccco2)CC1,-9%

Additional structures:
Molecule,aSyn tox rescue
Cc1ccc(N(CC(C)C)S(=O)(=O)c2nnc(NC(=O)C(C)C)s2)cc1,0%
CCCCCCn1c(SCCOC)nc2c1c(=O)[nH]c(=O)n2C,-2%
CC(C)c1cnc2c(c1SCC(=O)c1ccc(Cl)cc1)c(=O)n(C)c(=O)n2C,9%
COc1cc(OC)c(Nc2nc3ccccc3nc2-n2nc(C)cc2C)cc1Cl,-5%
O=C1CC2CCCC(C1)S2=O (configuration not stated),9%
Cc1ccccc1-c1nc2cc(NC(=O)c3cccc(OCCC(C)C)c3)ccc2o1,-8%
NC(=O)c1ccc[n+](Cc2cccc3ccccc23)c1,2%
COc1cccc(-c2nc(CS(=O)(=O)CC(=O)N3CCN(c4cc(C)ccc4C)CC3)c(C)o2)c1,22%
Cc1cccc(C(=O)Nc2ccc(C(=O)OCc3cc(=O)n4nc(CC(C)C)sc4n3)cc2)c1,-10%
CCOc1cc(C(=O)Nc2ccc(S(=O)(=O)Nc3nnc(CC)s3)cc2)cc(OCC)c1OCC,-49%[inhibitor]
CCOc1ccc(S(=O)(=O)Nc2cccc(-c3ccc(N4CCCC4)nn3)c2)cc1,-2%
Cc1ccc([C@@H]2C[C@H]3[C@@H](CN2S(=O)(=O)c2ccc(C)cc2)C(=O)C[C@@H](c2ccc(C)cc2)N3S(=O)(=O)c2ccc(Cl)cc2)cc1,-5%
Cc1cnc(NC(=O)Cn2cnc3c2c(=O)n(C)c(=O)n3C)s1,6%
CCOc1ccc2c(c1)c(=O)c(S(=O)(=O)c1ccc(CC)cc1)cn2Cc1cccc(Cl)c1,3%
Nc1ccc2oc(-c3ccccc3Br)nc2c1,1%

Other structures:
Molecule,aSyn tox rescue
CCOc1ccc(-c2c(C(=O)N/N=C/c3ccccc3)nnn2-c2nonc2N)cc1,0%
Cc1ccc(CNc2nc3nc(C)c(Cl)c(C)n3n2)cc1,6%
COc1ccc2c(Sc3ccccc3)c(C(=O)NCc3cc(Br)ccc3OC)[nH]c2c1,-6%
Cc1ccc(C)c(N2CCN(C(=O)CN3CCSc4ccc(S(=O)(=O)N(C)C)cc43)CC2)c1,-13%
COc1ccc(OCCSc2nc3ccccc3n2CC(=O)N2CCOCC2)cc1,3%
CCOc1ccc(OC(=O)c2c(-c3ccccc3Cl)noc2C)cc1,4%
COc1ccccc1/C=C/C1(C(=O)NC2CCCC2)CC(=O)N1c1ccccc1 (configuration not stated),4%
CCN(CC)S(=O)(=O)c1ccc(C)c(NC(=O)CNc2cccc(S(=O)(=O)N3CCCC3)c2)c1,1%
O=C(/C=C/Nc1ccc(S(=O)(=O)Nc2ncccn2)cc1)c1ccc(Cl)c(Cl)c1,-2%
CCOc1ccc(C(C)NC(=S)NC2CCCCC2)cc1OCC (configuration not stated),11%
CC(=O)Nc1ccccc1-c1nc2ccccc2n(C(C)C(=O)Nc2cc(Cl)ccc2C)c1=O (configuration not stated),-11%
COc1ccc(NC(=O)CSc2nnc(Cn3cnc4ccccc43)o2)cc1,-3%
Cc1ccc(SCc2cn3cc(Cl)ccc3n2)cc1,4%
O=C(CSc1nccn1-c1ccc(F)cc1)Nc1ccc(OC(F)(F)F)cc1,14%
Cc1cc(C)cc(OCC(=O)N/N=C/c2ccco2)c1,-5%

The results go on.
Molecule,aSyn tox rescue
Cc1ccc(F)cc1NC(=O)CSc1nc(-c2cccs2)cc(C(F)(F)F)n1,2%
Cc1cccc(NS(=O)(=O)c2cc3c(cc2C)N(C)CCO3)c1,0%
CCOC(=O)c1sc(NC(=O)c2nc(SCC)ncc2Cl)c(C(=O)OCC)c1C,-11%
Cc1cc(C)c2cc(CN(CCCO)S(=O)(=O)c3ccccc3F)c(=O)[nH]c2c1,-7%
CCC(C)NC(=O)c1ccc(-n2c(-c3ccccc3)cc3c2CCCC3)cc1 (configuration not stated),4%
CCc1nc2c(cnn2-c2ccc(C)cc2)c(=O)n1-c1ccc(C)cc1,1%
Cc1ccc(NC(=S)N2CCC(NC(=O)c3ccc(C)cc3)CC2)cc1,3%
CN1CCN(C(=O)c2ccc3c(c2)N(Cc2c(F)cccc2Cl)C(=O)c2ccccc2S3)CC1,-3%
CC(=O)N1N=C(c2ccncc2)CC1c1ccccc1O (configuration not stated),0%
Cc1ccccc1OCCCCn1c(C2CC(=O)N(c3ccccc3Cl)C2)nc2ccccc21 (configuration not stated),-1%
O=C(CN1C(=O)CC(c2ccccc2)S(=O)(=O)c2ccccc21)N1CCCC1 (configuration not stated),5%
COCCc1nn2c(=O)cc(COC(=O)c3ccc(OC)c(OC)c3)nc2s1,-3%

Reformatted with each value named: part of the list above.
CCOc1ccc(/C(O)=C2\C(=O)C(=O)N(c3ccc(OC)cc3)C2c2ccccc2[N+](=O)[O-])cc1 (configuration not stated)
  aSyn tox rescue: 10%
Cc1ccc(N2C(=O)N(CC(=O)Nc3c(C)cc(C)cc3Cl)C(=O)C2C)cc1 (configuration not stated)
  aSyn tox rescue: 6%
CC1C(=O)N(Cc2cn(CCC3OCCCO3)nn2)CCS(=O)(=O)N1Cc1ccc(-c2ccc(Cl)c(Cl)c2)cc1 (configuration not stated)
  aSyn tox rescue: 21%
CNC(=O)COC(=O)[C@@H](Nc1ccc(S(=O)(=O)N2CCOCC2)cc1[N+](=O)[O-])C(C)C
  aSyn tox rescue: 1%

Gathered by group: the compounds so far with bromine (four)
Molecule,aSyn tox rescue
C[C@H]1CN(c2ccc(Br)cc2)C(=O)[C@@H]1CC(=O)Nc1ccccc1,3%
CCCn1c2ccccc2c2cnn(CC(=O)Nc3ccc(C)cc3Br)c(=O)c21,1%
Nc1ccc2oc(-c3ccccc3Br)nc2c1,1%
COc1ccc2c(Sc3ccccc3)c(C(=O)NCc3cc(Br)ccc3OC)[nH]c2c1,-6%
